# ABHD5-PLIN5 inh: blocks binding of human ABHD5 to perilipin-5; inhibition, % at 4 µM; hit rate 0.78% among 360,000; Split G. princeps luciferase complementation, luminescence, 4 h; Q00G26+Q8WTS1; AID 602281;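 active means inhibition above the mean inhibition across every tested compound plus 3 SD, cut at about 22% in these data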;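 further: 0% = DMSO only wells and the 100% control is not disclosed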
# NCOA2 inhibitor: inhibits human steroid receptor coactivator 2; hit rate 0.17% among 370,000; AID 651957; HEK293 GAL4-SRC2 luciferase reporter, luminescence; inhibition, % at 9 µM;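 active means inhibition above the mean inhibition of all tested compounds plus 3 SD, set per campaign, cut at about 52% in these data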;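 further: 0% = DMSO treated cells and 100% = cells given Gossypol at 36 µM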
# NOD2-RIPK2 inh: inhibitors of human NOD2-RIPK2 interaction | O43353 | CHO BLA complementation NOD2-RIPK2, CCF4 ratio | inhibition, % at 4.98 µM | hit rate 0.38% among 360,000 | AID 624267; in the data active means inhibition above about 21%;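 further: 0% = vehicle only and 100% = reference blocker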
# TROY signal inh: inhibitors of TROY-dependent NF-kB signaling; Q293 LMP1-TROYcd NF-kB luciferase reporter, 4 h; inhibition, % at 10 µM; hit rate 0.98% among 360,000;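 active means compounds whose plate-normalised and pattern-corrected inhibition of the luciferase reporter signal at the single screening dose is 50% or more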
# TLR9-MyD88 inh: inhibitors of human TLR9-MyD88 binding. Q9NR96+Q99836. CHO BLA complementation TLR9-MyD88, CCF4 FRET ratio. inhibition, % at 4.98 µM. hit rate 0.21% among 340,000. AID 504734;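 active means inhibition above the mean over all tested compounds plus 3 SD, cut at about 21% in these data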;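 further: 0% = DMSO only wells and 100% = clavulanate BLA inhibitor control wells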
# TWEAK Fn14 block: blocks TWEAK-Fn14 interaction in a reporter cell assay; hit rate 2% among 360,000; AID 1159606; TWEAK-stimulated Fn14 reporter cells, luciferase luminescence, 8 h; inhibition, % at 10 µM; in the data active means inhibition above about 50%
# COUP-TFII inh: NR2F2 (human) inhibition, primary screen; P24468; HEK293T NGFI-A luciferase reporter, luminescence; inhibition, % at 8.6 µM; hit rate 0.7% among 370,000;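 active means inhibition above a per-plate cutoff, mean inhibition of test wells between control levels plus 3 SD, cut at about 38% in these data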;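 further: cells cotransfected with COUP-TFII expression vector driving the NGFI-A reporter; 0% = median of COUP-TF2 test wells and 100% = reporter-only cells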
# LRH-1 inv ag: inverse agonists of human LRH-1 (NR5A2). O00482. HEK293T StAR-luciferase reporter, LRH-1 transfected, 24 h. inhibition, % at 3.6 µM. hit rate 0.13% among 360,000. AID 602396;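 active means inhibition above the mean inhibition of all tested compounds plus 3 SD, cut at about 73% in these data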;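 further: 0% = DMSO wells and 100% = reporter-only cells lacking LRH-1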
# SRC1 inh: inhibitors of human steroid receptor coactivator 1 (SRC1). Q15788. HEK293 GAL4-SRC1 luciferase reporter, luminescence. inhibition, % at 3.6 µM. hit rate 0.12% among 360,000;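 active means inhibition above the campaign mean plus 3 SD, with each screening campaign given its own cutoff, cut at about 60% in these data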;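 further: 0% = DMSO treated cells and 100% = gossypol at 36 µM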
# Target sequence (Q15788 whole entry, looked up, the tested form may be a part): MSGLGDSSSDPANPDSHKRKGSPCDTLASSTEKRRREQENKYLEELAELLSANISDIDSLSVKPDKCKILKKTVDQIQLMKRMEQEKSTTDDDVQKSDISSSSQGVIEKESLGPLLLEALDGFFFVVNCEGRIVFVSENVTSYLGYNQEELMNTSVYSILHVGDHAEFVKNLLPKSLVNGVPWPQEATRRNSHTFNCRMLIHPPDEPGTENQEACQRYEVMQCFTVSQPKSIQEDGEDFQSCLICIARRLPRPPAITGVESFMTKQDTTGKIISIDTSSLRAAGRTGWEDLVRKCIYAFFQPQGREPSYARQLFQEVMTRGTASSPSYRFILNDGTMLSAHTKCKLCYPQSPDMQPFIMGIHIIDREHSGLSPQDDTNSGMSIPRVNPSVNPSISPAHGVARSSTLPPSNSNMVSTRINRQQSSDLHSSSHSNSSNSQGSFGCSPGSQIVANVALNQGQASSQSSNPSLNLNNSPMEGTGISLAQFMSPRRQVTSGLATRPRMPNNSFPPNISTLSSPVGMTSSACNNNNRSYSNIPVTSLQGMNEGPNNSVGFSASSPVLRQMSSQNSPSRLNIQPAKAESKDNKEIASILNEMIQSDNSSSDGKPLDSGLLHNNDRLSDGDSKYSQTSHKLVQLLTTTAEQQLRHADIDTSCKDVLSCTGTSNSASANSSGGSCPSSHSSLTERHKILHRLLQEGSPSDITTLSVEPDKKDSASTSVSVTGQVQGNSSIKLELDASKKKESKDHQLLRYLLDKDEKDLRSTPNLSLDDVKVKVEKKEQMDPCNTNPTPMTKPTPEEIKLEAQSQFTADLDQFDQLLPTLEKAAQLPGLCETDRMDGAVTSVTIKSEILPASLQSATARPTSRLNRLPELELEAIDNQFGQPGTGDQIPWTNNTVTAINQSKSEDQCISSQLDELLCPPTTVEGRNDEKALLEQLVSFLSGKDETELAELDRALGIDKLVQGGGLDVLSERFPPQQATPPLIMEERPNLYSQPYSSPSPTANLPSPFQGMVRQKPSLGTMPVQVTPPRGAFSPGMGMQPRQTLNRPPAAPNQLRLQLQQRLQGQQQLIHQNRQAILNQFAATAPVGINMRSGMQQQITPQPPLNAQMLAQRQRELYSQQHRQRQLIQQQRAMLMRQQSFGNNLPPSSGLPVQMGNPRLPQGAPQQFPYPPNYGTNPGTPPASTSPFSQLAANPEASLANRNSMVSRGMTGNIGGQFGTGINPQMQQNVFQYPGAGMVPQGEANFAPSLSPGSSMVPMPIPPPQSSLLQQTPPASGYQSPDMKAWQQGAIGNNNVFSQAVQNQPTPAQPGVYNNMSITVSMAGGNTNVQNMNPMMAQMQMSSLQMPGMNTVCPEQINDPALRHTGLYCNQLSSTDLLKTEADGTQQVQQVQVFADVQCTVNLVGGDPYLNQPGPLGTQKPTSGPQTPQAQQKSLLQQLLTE
# SRC3 inh: inhibits human SRC3 coactivator; HEK293 GAL4-SRC3 luciferase reporter, luminescence; inhibition, % at 3.6 µM; Q9Y6Q9; hit rate 0.17% among 360,000;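 active means inhibition above a per-campaign cutoff, the mean of all compounds plus 3 SD, cut at about 60% in these data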;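 further: 0% = DMSO-treated cells and 100% = gossypol-treated cells at 36 µM; higher means less SRC3-driven luciferase light from the GAL4 reporter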
# Granule exo inh: lytic granule exocytosis inhibition; inhibition, % at 10 µM; hit rate 0.66% among 360,000; TALL-104 LAMP-1 surface exposure, flow cytometry; cells stimulated with thapsigargin and PMA;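 active means inhibition above about 55%, limit read from the data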
# An asterisk follows results filed as active; · = no result given. Only part of the results is shown; the hit share may differ from the screen's.
SMILES,ABHD5-PLIN5 inh,NCOA2 inhibitor,NOD2-RIPK2 inh,TROY signal inh,TLR9-MyD88 inh,TWEAK Fn14 block,COUP-TFII inh,LRH-1 inv ag,SRC1 inh,SRC3 inh,Granule exo inh
COc1ccc(OC)c(CNc2ccc([N+](=O)[O-])cc2C)c1,9,6,-14,25,-5,1,-9,35,19,30,25
Cc1nc(NC(=O)c2ccccc2)sc1C,-2,-60,2,-18,6,21,-48,-117,-89,-174,-4
CC(C)CN(C(=O)c1ccc(S(=O)(=O)N2CCCC2)cc1)C1CCS(=O)(=O)C1 (stereo unspecified),-1,2,-4,-27,3,-3,5,5,-4,13,4
CN(CCOc1ccc(Cl)cc1)C(=O)c1ccccc1SCC(=O)N1CCCC1,-3,24,-1,-8,-4,3,12,5,-16,-32,0
Cc1ccc2oc(Nc3nc(C)cc(C)n3)nc2c1,-2,-25,-8,-41,-6,-40,-13,-63,-35,-31,5
COC(=O)c1ccc(C(=O)OC)c(NC(=S)N2CCCCC2)c1,3,-16,-1,-29,8,11,1,-6,-6,13,0
CS(=O)(=O)NNC(=O)CN1C(=O)C2C3C=CC(C3)C2C1=O (stereo unspecified),-2,-12,-1,-24,-1,-26,12,12,-53,15,0
Cc1cccc(N(C)c2cc(C)nc3ncnn23)c1,10,7,-12,-5,4,11,19,-2,-24,17,10
Cc1ccc(S(=O)(=O)Nc2ccccc2C(=O)OC(C)C(=O)Nc2ccc3ccccc3c2)cc1[N+](=O)[O-] (stereo unspecified),-6,-29,-4,11,-3,42,4,-3,-9,7,-1
COc1ccccc1/C=N/NC(=O)c1cc2c(ccc3ccccc32)o1,-4,-17,-14,-27,2,-1,7,-9,2,-7,6
Cc1occc1C(=O)N/N=C/c1ccc2c(c1)OCO2,-6,-66,-12,5,3,64*,-18,-175,-94,-54,0
O=C(CSc1n[nH]c(=O)n1C1CC1)Nc1cc(Cl)ccc1Oc1ccccc1,2,19,3,32,7,38,8,8,9,-2,4
Cc1cc(=O)n2nc(N3CCCC(C(=O)Nc4ccc(C)c(C)c4)C3)sc2n1 (stereo unspecified),2,-15,6,-15,6,-1,-11,-2,4,2,1
CC(OC(=O)c1ccc([N+](=O)[O-])cc1)C(=O)NCC1CCCCC1 (stereo unspecified),-1,-13,-1,-3,-10,2,2,-3,-1,-8,-13
Cc1cccc(/C(N)=N/OC(=O)Cc2cccc3ccccc23)c1,-5,4,-3,-42,4,-27,18,1,-5,-11,-2
CN(C)c1nc(OCCNC(=O)Nc2ccc(Cl)cc2)nc(N(C)C)n1,0,5,-12,-10,-7,-20,-23,7,-18,1,-2
O=C(CN1C(=O)NC2(CCCC2)C1=O)OCc1ccc(Cl)c(Cl)c1,-8,10,-5,7,-7,10,-8,16,5,-20,1
COc1cc(NC(=S)NCCCN2CCOCC2)c(OC)cc1NC(=O)c1ccco1,-2,-15,2,17,11,1,4,14,-3,10,6
Cc1cc(C)c(S(=O)(=O)N2CCN(C(=O)c3cccs3)CC2)c(C)c1,3,7,-5,1,2,-5,15,2,3,-8,2
COc1ccccc1N1CCN(C(=O)c2cc(-c3cccc(Cl)c3)on2)CC1,6,-14,12,4,-7,-13,-8,3,8,16,-3
COc1cc2c(cc1OC)CN(C(=S)Nc1ccc(OC(F)F)cc1)CC2,2,-5,-9,-6,-5,4,5,6,16,17,-4
O=C(NCc1ccccc1)c1cccc(NC(=O)C2CCC2)c1,-4,11,3,4,5,-5,-21,7,-7,-8,-5
O=C(NCC(c1cccnc1)N1CCN(c2ccccc2)CC1)OCc1ccccc1 (stereo unspecified),8,21,-7,15,-3,4,1,-10,7,-7,11
COc1nc(-c2ccc(Cl)cc2)ccc1-c1noc(-c2cccs2)n1,8,0,0,-21,-3,-7,-7,17,2,-24,-1
COc1ccc(-c2cc(C(=O)NCc3cccnc3)no2)cc1,0,-55,0,-63,8,-21,-28,-43,-61,-40,-1

# Profiles, quoted from the list. Screens in order: ABHD5-PLIN5 inh, NCOA2 inhibitor, NOD2-RIPK2 inh, TROY signal inh, TLR9-MyD88 inh, TWEAK Fn14 block, COUP-TFII inh, LRH-1 inv ag, SRC1 inh, SRC3 inh, Granule exo inh
# CC(C)CN(C(=O)c1ccc(S(=O)(=O)N2CCCC2)cc1)C1CCS(=O)(=O)C1 (stereo unspecified) in the list: -1, 2, -4, -27, 3, -3, 5, 5, -4, 13, 4
# COc1ccc(OC)c(CNc2ccc([N+](=O)[O-])cc2C)c1 in the list: 9, 6, -14, 25, -5, 1, -9, 35, 19, 30, 25
# Cc1cccc(/C(N)=N/OC(=O)Cc2cccc3ccccc23)c1 in the list: -5, 4, -3, -42, 4, -27, 18, 1, -5, -11, -2
# CC(OC(=O)c1ccc([N+](=O)[O-])cc1)C(=O)NCC1CCCCC1 (stereo unspecified) in the list: -1, -13, -1, -3, -10, 2, 2, -3, -1, -8, -13
# O=C(CN1C(=O)NC2(CCCC2)C1=O)OCc1ccc(Cl)c(Cl)c1 in the list: -8, 10, -5, 7, -7, 10, -8, 16, 5, -20, 1

# The listing picks up; the two compounds before the break are reprinted first.
SMILES,ABHD5-PLIN5 inh,NCOA2 inhibitor,NOD2-RIPK2 inh,TROY signal inh,TLR9-MyD88 inh,TWEAK Fn14 block,COUP-TFII inh,LRH-1 inv ag,SRC1 inh,SRC3 inh,Granule exo inh
COc1nc(-c2ccc(Cl)cc2)ccc1-c1noc(-c2cccs2)n1,8,0,0,-21,-3,-7,-7,17,2,-24,-1
COc1ccc(-c2cc(C(=O)NCc3cccnc3)no2)cc1,0,-55,0,-63,8,-21,-28,-43,-61,-40,-1
O=C(NC1CCCCC1)c1cccc(COCC(F)(F)F)c1,-7,-3,-5,4,-2,-22,-5,-2,-25,-10,3
CCC1S/C(=N/N=C/c2ccco2)N(Cc2ccccc2)C1=O (stereo unspecified),1,-5,-18,-1,·,5,15,11,-10,-20,-14
O=C(Nc1ccc2nsnc2c1)c1cccs1,-3,3,8,-7,2,18,34,8,1,9,-6
COC(=O)C1=CN(CCCN2CCCC2=O)C=C(C(=O)OC)C1c1cccs1,2,-1,2,-14,-14,14,4,6,-4,5,2
CCC(=O)c1ccc(N2CCN(C(=O)c3ccc(Br)cc3)CC2)c(F)c1,-4,-14,-5,6,-12,-16,3,21,5,5,-3
COc1ccc(NC(=O)CN2C(=O)C(C)Oc3ccccc32)cc1 (stereo unspecified),-3,-8,-5,-6,-8,5,4,-7,-12,-4,2
O=C(Nc1ccc(Cl)c(S(=O)(=O)N2CCOCC2)c1)c1cccs1,-3,4,-11,6,-3,-3,12,9,1,0,-5
O=C(CSCC(=O)OCC(=O)N1CCN(C(=O)c2ccco2)CC1)Nc1ccc(Cl)cc1,7,-2,-11,1,-4,7,-3,0,12,-10,4
COc1ccc(C(=O)COC(=O)c2nn(C)c(=O)c3ccccc23)c(OC)c1,-1,-25,-12,4,-9,-8,9,2,5,12,-1
Cc1ccc(S(=O)(=O)N2CCOCC2)cc1NC(=O)CN(C)C1CCS(=O)(=O)C1 (stereo unspecified),-1,10,-2,-27,1,-18,2,18,-4,16,-1
COc1ccc(Nc2c([N+](=O)[O-])ccc3c2=NC2(CCCCC2)N=3)cc1,8,13,-16,-5,-3,-2,16,-5,8,2,-2
CC(NS(=O)(=O)c1ccc2c(c1)C(=O)c1cc(S(=O)(=O)NC(C)C(=O)O)ccc1-2)C(=O)O (stereo unspecified),-3,8,2,16,-2,12,-6,7,0,-7,7
O=C(O)c1cc(Cl)nc2ccccc12,-7,21,-5,8,-4,-5,1,-6,-11,-4,-2
CCOC(=O)c1oc2c(O)c(O)ccc2c(=O)c1-c1nncn1-c1ccccc1,-6,-22,-7,4,-4,-12,-1,-2,-9,-43,0
COc1ccccc1C(=O)NCC(=O)N/N=C/c1cc(Br)ccc1OCc1ccccc1,3,-28,4,-1,7,31,2,-25,-22,-4,0
O=C(Nc1ccc(F)cc1)c1ccccc1NC(=O)C1CCCCC1C(=O)O (stereo unspecified),3,-31,-6,-22,7,-1,-46,-47,-6,-18,-6
Cc1cccc(NC(=O)CNC(=O)COC(=O)CCS(=O)(=O)c2ccccc2)c1C,-1,-6,2,-12,5,13,-9,-3,-46,13,-4
COc1ccc(C)cc1NC(=O)CCNS(=O)(=O)c1cccc(C(F)(F)F)c1,1,-17,-2,-2,8,4,5,16,4,-4,10
CCOC(=O)c1c(-c2ccccc2)csc1NC(=O)C1CCCO1 (stereo unspecified),-7,-11,-10,13,-8,2,13,-6,-5,2,2
Cc1nn(Cc2ccccc2Cl)c2sc(C(=O)NCc3ccc4c(c3)OCO4)cc12,5,1,2,-14,3,-20,-9,5,-3,-14,-3
Oc1ccc(/C=N/N2CCN(C3c4ccccc4-c4ccccc43)CC2)c(O)c1,-8,-9,-12,5,13,15,14,7,-9,4,5
CCn1c(-c2ccc3[nH]c(C)c(C)c3c2)n[nH]c1=S,-9,3,-6,-23,-2,-14,-13,-10,-8,-11,7
O=C(Nc1cccc(S(=O)(=O)Nc2ccccc2F)c1)c1ccc2ccccc2n1,-4,0,-5,16,0,33,18,12,-13,30,5
COc1ccc(NS(=O)(=O)c2cc(NC(=O)CC(C)(C)C)ccc2N2CCCC2)cc1,-9,7,-4,-5,-4,-12,-29,-16,27,0,8
CCOC(=O)c1c(NC(=S)N2CCOCC2)sc(C)c1C,-4,-1,-8,17,-9,-17,6,-23,-4,14,1
COc1cccc(CNS(=O)(=O)c2cc(CN3C(=O)c4cccnc4C3=O)ccc2OC)c1,-7,-1,-9,-5,-3,-4,9,14,-3,-1,-1
CC1(C)OC(=O)C(=CNc2cccc(C(=O)O)c2)C(=O)O1,2,-34,-10,-35,-3,1,9,8,-4,1,-2
CC(=O)Nc1ccc(S(=O)(=O)NNC(=O)c2ccc(S(=O)(=O)N3CCCCC3)cc2)cc1,0,2,4,-22,-5,3,21,5,-9,14,-5
